CAL PDZ FP – inhibitors of human CAL PDZ peptide binding; Q9HD26; purified CAL PDZ, TMR-peptide fluorescence polarization, 1 h; inhibition, % at 24.9 µM; actives 0.92% (n = 300,000);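 active = mean inhibition of at least 30% with at least half of replicates also reaching 30%; inconclusive = no clear call, values can overlap the other calls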;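 also: 0% = DMSO neutral control and 100% = excess unlabeled competitor peptide PRC23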
RTF Ca sens act – increases calcium sensitivity of human cardiac regulated thin filaments; IANBD-labeled TnC RTF fluorescence at EC20 calcium; 0% EC20 calcium, 100% full calcium; activation, % at 7.2 µM; actives 0.24% (n = 340,000); AID 493008;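 active = activation above the mean over all tested compounds plus 3 SD, cut at about 30% in these data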;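 also: rise in fluorescence read as greater calcium sensitivity of cardiac thin filaments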
C-LANA FP – inhibitors of KSHV LANA C-terminal domain DNA binding; actives 0.078% (n = 340,000); inhibition, % at 9 µM; MBP-C-LANA/FAM-LBS DNA binding, fluorescence polarization; AID 504423;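 active = highest replicate inhibition at or above 60% at 9 µM, even if other replicates fall short; inactive = all replicates below 60% inhibition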;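 also: 0% = neutral control wells and 100% = 4 µM acridine orange control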
HTR5A inv ctr – inverse agonist of human HTR5A in OPRM1-OPRD1 counter-screen | P47898 | HTR5A cell line, luminescence, inverse agonism | inhibition, % at 9.3 µM | actives 0.083% (n = 340,000); in the data active = inhibition mostly above about 23%, no sharp cut-off; inactive = mostly below about 18%;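 also: 0% = cells with DMSO and 100% = no-cell wells with DMSO; some compounds called inactive have numbers as strong as hits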
Target sequence (P47898 whole entry, looked up): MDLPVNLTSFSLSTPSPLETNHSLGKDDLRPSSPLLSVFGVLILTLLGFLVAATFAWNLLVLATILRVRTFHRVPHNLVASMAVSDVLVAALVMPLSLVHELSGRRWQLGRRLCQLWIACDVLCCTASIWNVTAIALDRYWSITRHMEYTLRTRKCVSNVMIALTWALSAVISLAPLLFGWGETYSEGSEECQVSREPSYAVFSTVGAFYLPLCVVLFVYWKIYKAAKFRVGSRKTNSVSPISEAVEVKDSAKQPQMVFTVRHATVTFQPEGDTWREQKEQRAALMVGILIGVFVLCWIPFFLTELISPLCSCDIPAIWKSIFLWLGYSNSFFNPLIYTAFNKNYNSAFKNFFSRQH
HTR5A ag – activates human HTR5A in OPRM1-OPRD1 agonist counter-screen. activation, % at 9.3 µM. HTR5A agonist assay, luminescence, cell-based. actives 0.61% (n = 340,000); in the data active = activation mostly above about 9.5%, no sharp cut-off; inactive = mostly below about 7.6%;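 also: 0% = cells with vehicle only and 100% = reference agonist; strong numbers were not always called active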
V-ATPase pHluor – regulators of yeast V-ATPase proton transport; S. cerevisiae, pHLuorin cytosolic pH fluorescence; response, % at 10 µM; actives 0.37% (n = 350,000); AID 504577; in the data active = response mostly above about 7.3%, no sharp cut-off; inactive = mostly below about 5.4%; also: actives read high; inactives centre near 0; some compounds called inactive have numbers as strong as hits; reference of the scale not given here
RTF Ca sens inh – cardiac RTF calcium desensitization. P19429+P45379. actives 0.12% (n = 340,000). IANBD-labeled cardiac RTF, Ca2+ fluorescence. inhibition, % at 7.15 µM;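 active = inhibition above the mean inhibition of all tested compounds plus 3 SD, cut at about 17% in these data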;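 also: assay run at fixed EC70 calcium of 1.6 mM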
Keap1-Nrf2 PPI – disrupts human Keap1 binding to Nrf2 peptide. actives 0.15% (n = 340,000). inhibition, % at 9.4 µM. AID 504523. Q14145. Keap1 Kelch-Nrf2 peptide fluorescence polarization, 1536-well; in the data active = inhibition above about 12%; inconclusive = no clear call, values can overlap the other calls; inactive = below about 7.3%;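 also: human Keap1 Kelch domain with fluorescein labeled Nrf2 9mer peptide probe; 0% = neutral control wells and 100% = peptide positive control; higher means more block of Keap1 binding to Nrf2 peptide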
Target sequence (Q14145 whole entry, looked up, the tested form may be a part): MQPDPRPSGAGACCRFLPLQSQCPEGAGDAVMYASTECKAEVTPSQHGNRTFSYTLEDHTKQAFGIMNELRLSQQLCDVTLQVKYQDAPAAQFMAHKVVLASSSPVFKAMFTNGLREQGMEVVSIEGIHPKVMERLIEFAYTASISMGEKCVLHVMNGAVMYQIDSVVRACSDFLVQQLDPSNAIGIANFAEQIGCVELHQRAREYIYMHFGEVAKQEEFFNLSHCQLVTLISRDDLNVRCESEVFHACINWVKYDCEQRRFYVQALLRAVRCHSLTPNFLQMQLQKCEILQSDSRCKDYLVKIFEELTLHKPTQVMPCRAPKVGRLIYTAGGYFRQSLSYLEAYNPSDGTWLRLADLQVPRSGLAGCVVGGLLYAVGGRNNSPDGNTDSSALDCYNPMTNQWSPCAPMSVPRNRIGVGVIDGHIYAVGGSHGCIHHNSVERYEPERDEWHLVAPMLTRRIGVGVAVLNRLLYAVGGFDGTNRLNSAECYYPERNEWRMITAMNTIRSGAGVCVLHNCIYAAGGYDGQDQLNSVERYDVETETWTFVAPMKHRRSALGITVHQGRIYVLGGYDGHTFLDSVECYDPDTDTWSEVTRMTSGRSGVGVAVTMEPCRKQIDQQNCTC
MOR-DOR ag – OPRM1-OPRD1 heterodimerization agonism; P35372+P41143; actives 0.3% (n = 340,000); activation, % at 9.3 µM; cells, luminescence; in the data active = activation above about 18%;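 also: 0% = vehicle-treated cells and 100% = reference agonist; values of inactives mirror those of a sister screen read the other way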
MOR-DOR inv ag – inverse agonists of human mu-delta opioid receptor heterodimerization | P35372+P41143 | cell-based MOR-DOR heterodimer luminescence, inverse agonism | inhibition, % at 9.3 µM | actives 0.21% (n = 340,000) | AID 504357; in the data active = inhibition above about 22%, passing the limit was not always enough;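 also: 0% = cells with DMSO and 100% = wells without cells with DMSO; values of inactives mirror those of a sister screen read the other way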
Active calls of the source: *; ? = inconclusive; / = not tested or not shown.

SMILES | CAL PDZ FP | RTF Ca sens act | C-LANA FP | HTR5A inv ctr | HTR5A ag | V-ATPase pHluor | RTF Ca sens inh | Keap1-Nrf2 PPI | MOR-DOR ag | MOR-DOR inv ag
CCC1(C2=CCCCC2)C(=O)NC(=O)N=C1N (configuration not stated) | / | -1 | 0.4 | -8 | 2 | -2 | -5 | -2 | -1.7 | 9
Cc1ccc(C)c(NC(=S)N(Cc2ccc(Cl)cc2)Cc2ccc(C(=O)O)cc2)c1 | / | 4 | -0.4 | -16 | -2 | 3 | -11 | 1 | 0.6 | -3
C[C@H](NC(=O)Cc1ccccc1)C(=O)N1CCC2(CC1)NCCc1[nH]cnc12 | 0 | -3 | -1.4 | -10 | 2 | -1 | -4 | 2 | -2.0 | 11
CCOC(=O)C1(Cc2ccc(OC)cc2)CCN(C(=O)C2=CCCC2)CC1 | / | 5 | 1.9 | 6 | 2 | 2 | -6 | -3 | 3.8 | -21
Cc1cccc(-n2c(C)cc(/C=N/NC(=O)c3ccc(CN4CCOCC4)cc3)c2C)c1 | / | -1 | 0.3 | -3 | 1 | 0 | -6 | 1 | 0.2 | -1
O=C(NC1CCCCC1)c1ccc(N2CCOCC2)c([N+](=O)[O-])c1 | 2 | -2 | -1.0 | 6 | -2 | 3 | 4 | -1 | -4.5 | 21
Cc1ccc(NC(=S)NNC(=O)c2ccco2)cc1 | -2 | 9 | 1.2 | -15 | 4 | 9 | -7 | 3 | -1.6 | 9
COc1ccc(NC(=O)c2cccs2)cc1C(=O)N1CCN(c2ccccc2)CC1 | / | -1 | -0.3 | 12 | -5 | 2 | -8 | 1 | -3.5 | 18
COc1ccccc1NC(=O)COC(=O)c1oc2ccccc2c1C | -4 | -2 | -0.7 | -1 | 0 | 0 | -3 | 3 | -3.1 | 16
CCC1CCc2sc(C(=O)NCC(c3ccc(OC)cc3)N3CCOCC3)cc2C1 (configuration not stated) | -27 | 0 | -0.1 | 7 | -3 | 3 | 1 | -2 | -3.9 | 15
COc1ccc(C(=O)OCC(=O)N2CCOCC2)cc1S(=O)(=O)N1CCOCC1 | 9 | 5 | 1.6 | 6 | -2 | -2 | -13 | -2 | -2.0 | 8
CC1=C(C(=O)OC2CCCCCC2)C(c2ccc(C)o2)C2=C(CCCC2=O)N1 (configuration not stated) | -2 | -4 | 0.8 | 7 | -3 | -6 | 6 | -6 | -1.8 | 10
COc1ccc(C(=O)NCC(=O)OCC(=O)Nc2cccc(S(=O)(=O)N3CCCC3)c2)cc1 | 0 | -3 | 0.7 | -15 | 5 | 0 | -11 | 2 | -0.8 | 5
CC(C)CN(C(=O)COC(=O)CCCc1c[nH]c2ccccc12)c1c(N)n(Cc2ccccc2)c(=O)[nH]c1=O | -1 | -4 | 0.9 | -9 | -5 | -2 | -13 | 2 | -2.8 | 15
O=C1CSC(c2ccc(F)cc2)N1c1nc2ccccc2s1 (configuration not stated) | 1 | 8 | 1.3 | 28 | 1 | -1 | -4 | -6 | 6.8 | -36
Cc1ccc(S(=O)(=O)NCC(=O)OC2CCOC2=O)cc1 (configuration not stated) | -2 | 4 | -2.1 | -11 | 3 | 2 | -5 | 0 | -2.2 | 12
O=C(CSc1nncs1)Nc1ccc2[nH]c(=O)[nH]c2c1 | 0 | 5 | 0.8 | -13 | 0 | 2 | 8 | -2 | -0.9 | 6
CCN(CC)C(=O)C(Sc1nnnn1-c1ccc(O)cc1)c1ccccc1 (configuration not stated) | -8 | 5 | 0.2 | 16 | 3 | 1 | -21 | -8 | -3.6 | 19
CCOc1[nH]n(-c2ccccc2)c(=O)c1C=Nc1ccc(C(=O)OC)cc1 | -1 | 9 | 0.3 | 4 | -2 | 1 | -3 | -1 | 1.1 | -5
COc1cc(/C=N/n2c(C3CCCCC3)n[nH]c2=S)ccc1O | -2 | 3 | -2.6 | 0 | 0 | -2 | -1 | -4 | -1.9 | 9
CCc1onc(C)c1C(=O)O | -4 | 1 | 1.6 | 6 | 1 | 0 | 2 | -1 | -4.5 | 22
NC(=S)Nc1nc2ccccc2s1 | -2 | -6 | 0.5 | 15 | -6 | 3 | 19* | 2 | -4.0 | 19
CCc1ccccc1NC(=O)CSc1nnc(Cn2cnc3ccccc32)o1 | / | -2 | -0.5 | 10 | -1 | 5 | -2 | 0 | -1.1 | 5
O=C(NCc1ccccc1)N(Cc1nc2ccccc2c(=O)[nH]1)C1CCCC1 | / | 3 | -0.7 | -7 | 2 | 1 | -3 | -1 | -1.9 | 10
Cc1cccc(-c2nc(=S)c3c(n2Cc2ccco2)CCCC3)c1 | / | 4 | -1.2 | -11 | -1 | -1 | -5 | -10 | 0.9 | -5
More structures follow:
SMILES | CAL PDZ FP | RTF Ca sens act | C-LANA FP | HTR5A inv ctr | HTR5A ag | V-ATPase pHluor | RTF Ca sens inh | Keap1-Nrf2 PPI | MOR-DOR ag | MOR-DOR inv ag
O=C1N[C@@H](c2ccccc2)COC(=O)[C@H](Cc2ccc(F)cc2)C/C=C\C[C@@H]1CC(=O)N(CCO)Cc1ccccc1 | 2 | 3 | 1.2 | -12 | 5 | 1 | -2 | -5 | -1.7 | 9
Cc1ccc(-c2ccc(=O)n(CC(=O)NCc3ccco3)n2)cc1 | -2 | -1 | 1.4 | -6 | 3 | 3 | -2 | 2 | -1.0 | 5
COCCSc1ccccc1C(=O)Nc1cc(C)cc(C)c1 | -4 | 1 | -0.6 | 12 | -4 | -1 | -5 | -2 | -0.8 | 4
CC(C)CN(CCNC(=O)CN1C(=O)CSc2ccc(S(=O)(=O)N3CCOCC3)cc21)CC(C)C | -3 | -1 | 1.1 | 8 | -3 | -2 | -14 | 2 | 0.2 | -1
CCCCN(CC)S(=O)(=O)c1ccc(C(=O)N=c2sc3cc(NC(C)=O)ccc3n2C)cc1 | 2 | -10 | 0.1 | 4 | 0 | -11 | -7 | -4 | -0.9 | 5
O=C(Cc1ccccc1)NC1CCN(C(=O)c2ccc([N+](=O)[O-])cc2)CC1 | 24 | 0 | 1.3 | 1 | 0 | -1 | -1 | -3 | -3.5 | 16
Cc1ccc(S(=O)(=O)Oc2cccc(N3C(=O)C4CC=CCC4C3=O)c2)cc1 (configuration not stated) | -1 | 2 | 0.5 | -1 | 0 | -1 | -6 | -3 | 0.5 | -3
COc1ccc(NC(=O)CNC(=O)Cn2c(C)cc3ccccc3c2=O)c(OC)c1 | -1 | 2 | 0.8 | -9 | 5 | 0 | -7 | 1 | -1.4 | 7
O=C(Nc1ccccc1)c1ccc(F)cc1F | -5 | -6 | 1.2 | -8 | 2 | -4 | -20 | 1 | -2.3 | 10
COc1ccc(S(=O)(=O)N(C)C[C@H]2Oc3ccc(NC(=O)Nc4ccc5c(c4)OCO5)cc3CC(=O)N([C@@H](C)CO)C[C@@H]2C)cc1 | -3 | -6 | 4.6 | -5 | -1 | 0 | 3 | 1 | -3.6 | 20
COC(=O)C(O)(CC(=O)Nc1ccc(OC(F)(F)F)cc1)C(F)(F)F (configuration not stated) | -1 | -2 | -0.3 | -1 | 0 | -1 | -5 | 0 | -2.9 | 16
O=C(c1ccc2c3c(cccc13)C(=O)N(O)C2=O)N1CCCCC1 | -2 | 7 | -0.3 | -14 | 1 | -5 | -5 | 4 | 0.3 | -2
COC/C=C/C1=CC2=CC(=O)C(C)(OC(=O)c3cnc4ccccc4n3)C(=O)C2=CN1C1CC1 (configuration not stated) | -2 | -2 | 0.8 | -23 | 1 | 12* | -2 | ? | 5.0 | -27
Cc1ccc(COc2ccccc2C(=S)N2CCCC2)cc1 | -3 | 0 | 0.4 | 5 | 3 | -3 | 1 | -3 | -1.1 | 5
C=CCC[C@H](Cc1ccc(F)cc1)C(=O)OC[C@@H](NC(=O)[C@@H](CC=C)CC(=O)N(CCO)Cc1ccccc1)C(C)(C)C | -2 | 2 | 0.3 | -33 | 1 | 3 | -2 | -6 | 4.6 | -28
COc1ccc(/C=C/C(=O)N2CCCC2)cc1OC | -4 | 10 | 29 | -7 | 3 | -4 | -2 | -3 | -1.2 | 6
CC(=O)Nc1ccc(-c2cc(C(=O)O)c3ccccc3n2)cc1 | 1 | 7 | -2.5 | -15 | 1 | 0 | -12 | 0 | -2.1 | 11
CC(=O)N1c2ccc3ccccc3c2C(C)CC12CCCCC2 (configuration not stated) | -3 | -1 | 0.2 | -8 | 3 | 8 | 14 | -1 | 5.5 | -30
O=C(c1ccccc1)c1nc[nH]c1C(=O)Nc1ccccc1 | 1 | -1 | -0.5 | 5 | -2 | 9 | -13 | 2 | -0.8 | 5
O=C(Oc1cccc(/C=N/Nc2nc(Nc3ccccc3)nc(N3CCOCC3)n2)c1)c1ccco1 | -6 | 2 | 0.2 | -3 | 3 | 4 | 8 | -1 | 3.0 | -15
CSc1ccc(C2C(C#N)=C(N)Oc3cc4c(cc32)OCO4)cc1 (configuration not stated) | 2 | 6 | 1.0 | 20 | 0 | -4 | -1 | -6 | 0.0 | 0
CCn1c(COc2ccccc2)nnc1SCC(=O)NCc1ccco1 | / | -4 | -1.5 | -18 | 7 | -3 | -2 | -1 | -0.1 | 1
C[C@@H]1CC=C[C@H]2[C@H]1C(=O)N(Cc1ccccc1)[C@H]2c1ccc(-c2ccc(F)cc2)cc1F | 3 | -7 | 3.3 | 7 | 0 | 3 | -5 | 1 | 1.0 | -5
CCCSc1nnc(CSc2nc3nc(C)cc(C)n3n2)o1 | -2 | 2 | 1.2 | -6 | 2 | 0 | -12 | 1 | 0.5 | -3
COc1ccc2c(c1OC)C(=O)N1c3ccccc3C(=O)N(c3ccc(F)cc3)C21 (configuration not stated) | 1 | -4 | 0.7 | -13 | 4 | -2 | -2 | 1 | -2.4 | 13
Cc1ccc(Cn2cc(/C=N/Nc3ccc([N+](=O)[O-])cn3)c3ccccc32)cc1 | -4 | 3 | -0.3 | 8 | -3 | -2 | -8 | -1 | 4.7 | -33
CC(=O)C1=C(O)C(=O)N(Cc2cccnc2)C1c1ccc(Cl)cc1Cl (configuration not stated) | -1 | 4 | 0.5 | -39 | 12* | -1 | -29 | -4 | 0.1 | -1

In a second layout: results already given
COC(=O)C(O)(CC(=O)Nc1ccc(OC(F)(F)F)cc1)C(F)(F)F (configuration not stated)
  CAL PDZ FP: -1; RTF Ca sens act: -2; C-LANA FP: -0.3; HTR5A inv ctr: -1; HTR5A ag: 0; V-ATPase pHluor: -1; RTF Ca sens inh: -5; Keap1-Nrf2 PPI: 0; MOR-DOR ag: -2.9; MOR-DOR inv ag: 16
Cc1ccc(Cn2cc(/C=N/Nc3ccc([N+](=O)[O-])cn3)c3ccccc32)cc1
  CAL PDZ FP: -4; RTF Ca sens act: 3; C-LANA FP: -0.3; HTR5A inv ctr: 8; HTR5A ag: -3; V-ATPase pHluor: -2; RTF Ca sens inh: -8; Keap1-Nrf2 PPI: -1; MOR-DOR ag: 4.7; MOR-DOR inv ag: -33
Cc1ccc(-c2ccc(=O)n(CC(=O)NCc3ccco3)n2)cc1
  CAL PDZ FP: -2; RTF Ca sens act: -1; C-LANA FP: 1.4; HTR5A inv ctr: -6; HTR5A ag: 3; V-ATPase pHluor: 3; RTF Ca sens inh: -2; Keap1-Nrf2 PPI: 2; MOR-DOR ag: -1.0; MOR-DOR inv ag: 5
O=C(c1ccc2c3c(cccc13)C(=O)N(O)C2=O)N1CCCCC1
  CAL PDZ FP: -2; RTF Ca sens act: 7; C-LANA FP: -0.3; HTR5A inv ctr: -14; HTR5A ag: 1; V-ATPase pHluor: -5; RTF Ca sens inh: -5; Keap1-Nrf2 PPI: 4; MOR-DOR ag: 0.3; MOR-DOR inv ag: -2

Screening results as filed in PubChem.
